# MITF inh: inhibitors of human MITF; AID 1259374; inhibition, % at 2.6 µM; 650,000 tested, 0.91% active; AlphaScreen MITF homodimerization, bead proximity signal; in the data active means inhibition above about 50%;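 further: 0% = vehicle wells with protein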
# GPR151 activ: human GPR151 activation | PathHunter beta-arrestin GPR151 cells, luminescence | AID 1508602 | Q8TDV0 | activation, % at 11.2 µM | 650,000 tested, 1% active; in the data active means activation above about 4.9%;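 further: 0% = median of compound wells and 100% = cells with positive control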
# Target sequence (Q8TDV0 whole entry, looked up): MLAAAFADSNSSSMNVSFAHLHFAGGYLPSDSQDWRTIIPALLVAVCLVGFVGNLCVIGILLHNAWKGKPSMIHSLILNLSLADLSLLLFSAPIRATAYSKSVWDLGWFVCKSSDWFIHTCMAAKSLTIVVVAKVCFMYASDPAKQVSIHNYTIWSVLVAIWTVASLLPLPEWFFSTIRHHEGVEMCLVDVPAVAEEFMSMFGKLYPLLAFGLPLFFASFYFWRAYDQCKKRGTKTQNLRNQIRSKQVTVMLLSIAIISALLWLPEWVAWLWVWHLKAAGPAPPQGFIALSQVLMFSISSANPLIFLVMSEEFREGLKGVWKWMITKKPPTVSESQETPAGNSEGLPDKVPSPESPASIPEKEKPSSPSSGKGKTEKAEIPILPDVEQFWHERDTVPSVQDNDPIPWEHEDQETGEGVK
# TEAD-YAP block: TEAD-YAP interaction inhibition; HEK-TIYL cells, TEAD-Gal4/YAP UAS-luciferase luminescence; inhibition, % at 9.12 µM; 640,000 tested, 1.4% active; in the data active means inhibition above about 32%;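 further: 0% = median of test compound wells and 100% = reference inhibitor wells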
# FBW7 act: activators of human E3 ligase FBW7; AlphaScreen FBW7–phospho-cyclin E peptide binding, activator screen; normalized activity (activation), % at 26.1 µM; 650,000 tested, 0.13% active; in the data active means normalized activity above about 1.9%;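 further: purified mutant Fbw7 with reduced substrate affinity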
# Target sequence (Q969H0 whole entry, looked up): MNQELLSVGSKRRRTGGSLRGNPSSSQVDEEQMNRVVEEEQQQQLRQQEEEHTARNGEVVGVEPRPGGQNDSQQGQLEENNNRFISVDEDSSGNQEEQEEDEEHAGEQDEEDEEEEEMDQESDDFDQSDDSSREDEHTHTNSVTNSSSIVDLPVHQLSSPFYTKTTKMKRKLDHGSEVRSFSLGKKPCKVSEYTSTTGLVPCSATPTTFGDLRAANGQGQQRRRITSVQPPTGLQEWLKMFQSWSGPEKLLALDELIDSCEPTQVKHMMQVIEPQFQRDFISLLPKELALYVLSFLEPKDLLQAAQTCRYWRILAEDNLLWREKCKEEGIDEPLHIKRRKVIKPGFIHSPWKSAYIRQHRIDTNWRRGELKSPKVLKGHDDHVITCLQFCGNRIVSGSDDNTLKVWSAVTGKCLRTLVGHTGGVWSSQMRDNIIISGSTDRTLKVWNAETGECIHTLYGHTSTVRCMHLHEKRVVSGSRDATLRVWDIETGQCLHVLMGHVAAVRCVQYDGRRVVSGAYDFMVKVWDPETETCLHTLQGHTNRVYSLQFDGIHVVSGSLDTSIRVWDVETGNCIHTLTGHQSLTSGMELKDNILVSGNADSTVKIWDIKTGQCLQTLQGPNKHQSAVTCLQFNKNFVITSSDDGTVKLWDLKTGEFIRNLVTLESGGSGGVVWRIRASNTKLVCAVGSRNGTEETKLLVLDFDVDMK
# Active calls of the source: *; & = joins results of further samples.
SMILES,MITF inh,GPR151 activ,TEAD-YAP block,FBW7 act
O=C(O)CC1S/C(=N/N=C/C2CC=CCC2)NC1=O (stereo unspecified),-3,-0.5,6,0.0
COc1ccccc1CNc1ncnc2c1c(-c1ccccc1)cn2-c1ccc(C)cc1,7,0.8,6,0.1
COc1cc(-c2ccc(/C=C/c3[nH]c(=O)[nH]c(=O)c3Cl)o2)c(OC)cc1Cl,-7,-0.8,1,-0.2
CC(=O)Nc1ccc(S(=O)(=O)NC(C(=O)O)c2ccccc2)cc1 (stereo unspecified),13,-1.1,-3,0.6
CN(Cc1ccccc1)c1nc2c(c(=O)n(C)c(=O)n2C)n1Cc1ccccc1,6,0.1,17,0.6
COc1ccc(NC(=O)/C(C#N)=C/C=C/c2ccco2)cc1,10&15,0.4&0.6,10&18,-0.5&-0.3
Cc1ccc(NS(=O)(=O)c2ccc3[nH]cc(C(=O)O)c(=O)c3c2)cc1C,3,-0.4,16,0.0
C=CCSc1nnc(NC(=O)COc2ccc3ccccc3c2)s1,5,1.0,4,0.1
Cc1ccnc2nc(C(=O)NC(C)C3CC4CCC3C4)nn12 (stereo unspecified),-3,2.1,-1,-0.1
COc1ccc(C(=O)OCC(=O)N(C)C)cc1,5,-1.4,-5,0.0
CC1(C)CC(=O)C2=C(C1)N(c1cccc(C(F)(F)F)c1)C(N)=C(C#N)C2c1ccccc1 (stereo unspecified),-5,2.0,13,-0.1
O=C(Nc1cccc(S(=O)(=O)N2CCOCC2)c1)c1cc(F)c(F)cc1Cl,12,1.6,5,0.5
O=C(CCCn1c(=S)[nH]c2ccc(Br)cc2c1=O)NCCCN1CCN(c2cccc(Cl)c2)CC1,5,0.5,0,0.0
Cn1c(Nc2cc(NC3CCN(Cc4ccccc4)CC3)ncn2)nc2ccccc21,11,2.0,-1,-0.2
O=C(Cc1cscn1)NCCN1Cc2ccccc2OC(c2ccccc2)C1 (stereo unspecified),12,-0.3,6,0.1
CCOC(=O)C1=C(C)N=c2s/c(=C\c3ccc(-c4ccccc4[N+](=O)[O-])o3)c(=O)n2C1c1ccc(OC)cc1OC (stereo unspecified),8,0.1,-3,0.0
COc1ccc(-n2c(CCNS(=O)(=O)c3cccs3)nnc2SC)cc1,-20,2.5,-11,-0.1
CN(C)C(CNC(=O)NCc1ccc(F)cc1)c1ccccc1Cl (stereo unspecified),5,-1.7,-6,0.0
COC(=O)c1c(NC(=O)/C(C#N)=C/c2ccc(O)c(OC)c2)sc2c1CCCC2,4,1.6,0,0.3
CC1CCCCC1NC(=O)CSc1nnc(-c2cccs2)n1N (stereo unspecified),-2,0.3,0,-0.1
Cc1cc(NCc2ccco2)c2ccccc2n1,-15,1.6,-2,-0.1
CC(C(=O)OCC(=O)c1ccc(Br)cc1)N1C(=O)C2C3CCC(C3)C2C1=O (stereo unspecified),4,-2.4,-16,-0.2
CC(C)NC(=O)C1CCN(C2CCN(Cc3ccc(C#CCCO)cc3)CC2)CC1,-3,1.0,5,0.6
O=C(COC(=O)c1ccc(Cl)c([N+](=O)[O-])c1)c1ccccc1,-18,-0.3,0,0.0
Cc1cccc(CN2CCC(N3CCC(C(=O)NCCn4cccn4)CC3)CC2)n1,16,0.1,2,0.3

# In the list so far, these contain a Cl atom.
SMILES,MITF inh,GPR151 activ,TEAD-YAP block,FBW7 act
COc1cc(-c2ccc(/C=C/c3[nH]c(=O)[nH]c(=O)c3Cl)o2)c(OC)cc1Cl,-7,-0.8,1,-0.2
O=C(Nc1cccc(S(=O)(=O)N2CCOCC2)c1)c1cc(F)c(F)cc1Cl,12,1.6,5,0.5
O=C(CCCn1c(=S)[nH]c2ccc(Br)cc2c1=O)NCCCN1CCN(c2cccc(Cl)c2)CC1,5,0.5,0,0.0
CN(C)C(CNC(=O)NCc1ccc(F)cc1)c1ccccc1Cl (stereo unspecified),5,-1.7,-6,0.0
O=C(COC(=O)c1ccc(Cl)c([N+](=O)[O-])c1)c1ccccc1,-18,-0.3,0,0.0

# Additional records
SMILES,MITF inh,GPR151 activ,TEAD-YAP block,FBW7 act
O=C(Nc1ccc(-c2ccn[nH]2)cc1)c1c(F)cccc1F,3,4.2,-57,0.2
CCN(CC)c1ccc(NC(=O)c2ccccc2)cc1,10,-3.2,-36,-0.2
CCC1=C(C)C(c2ccccc2)NC(=S)N1 (stereo unspecified),3,2.3,5,0.1
O=C(CC1Sc2ccc(C(F)(F)F)cc2NC1=O)Nc1ccccc1[N+](=O)[O-] (stereo unspecified),6,0.4,-5,0.1
Cc1cc(C)cc(N(C(C)C(=O)NCCc2ccccc2)S(C)(=O)=O)c1 (stereo unspecified),-4,-0.4,2,-0.1
Cc1ccc(S(=O)(=O)NCCCNc2ccccc2[N+](=O)[O-])cc1,12,0.5,4,-0.1
CC(=O)NS(=O)(=O)c1ccc(NC(=S)NC(=O)c2ccco2)cc1,-3,-0.7,-6,-0.1
CCN(CC)c1ccc(/C=C2/C(=O)N(c3nc(-c4ccc5ccccc5c4)cs3)N=C2C)cc1,10,0.8,23,-0.1
CCOC(=O)c1cc(C)sc1NC(=O)c1ccc(OC)cc1,7,-0.1,-8,0.0
COc1ccc(N2CCN(S(=O)(=O)c3ccc4c(c3)SCCN4C(C)=O)CC2)cc1,5,-0.5,11,-0.1
COc1ccc(C(=O)Nc2ccc(-c3cn4ccc(C)nc4n3)cc2)cc1,9,-1.6,3,-0.1
CCCCn1c(SCC(N)=O)nc2c1c(=O)[nH]c(=O)n2C,-2,0.4,8,-0.1
ON=C(c1ccc(Sc2ccc(Cl)cc2)cc1)c1ccc(Sc2ccc(Cl)cc2)cc1,10,-0.1,4,0.2
CCCc1cc(C(=O)NCc2cccs2)no1,25,1.7,-72,0.1
N#C/C(=C(/O)COc1ccc(Cl)cc1)c1nc2ccccc2[nH]1,7,0.3,7,-0.3
Cc1cnc(C(=O)Nc2ccccc2-c2ccc(C)o2)cn1,4,-1.0,12,-0.1
O=C(NCCc1c[nH]c2ccccc12)C1(c2cc(-c3ccccc3)on2)CC1,3,-0.2,-4,0.1
CC(C)c1ccc(OCC(=O)Nc2ccc3c(c2)C(=O)N(CC2CCCO2)C3=O)cc1 (stereo unspecified),6,2.9,6,0.1
COc1cccc(-c2cccc(NC(=O)C3CCN(Cc4ccon4)CC3)c2)c1,-11,0.4,-2,-0.2
O=C1CCCN1CCOc1ccc(-c2ccc(Oc3ccccc3)cc2)cn1,4,1.7,-2,-0.4
O=C(Nc1ccc(C(=O)N2CCOCC2)cc1)Nc1ccc(Cl)cc1Cl,10,-0.6,-3,0.1
O=C1C(Cl)=C(N2CCCCCC2)C(=O)N1c1ccc(Br)cc1,-9,-0.1,5,0.2
O=C1CCC([N+](=O)[O-])C(c2cc3c(cc2Cl)OCO3)N1 (stereo unspecified),2,-0.5,-4,-0.1
CCN(CC)CC#CC(C)(C)OC(C)=O,2,-0.8,4,-0.3
CCC(Sc1nc2n[nH]c(C)c2c(=N)n1-c1ccc(C)c(Cl)c1)C(=O)N1CCOCC1 (stereo unspecified),5,-0.1,-4,0.1

# 2 records picked at random from the list so far, as already listed:
SMILES,MITF inh,GPR151 activ,TEAD-YAP block,FBW7 act
ON=C(c1ccc(Sc2ccc(Cl)cc2)cc1)c1ccc(Sc2ccc(Cl)cc2)cc1,10,-0.1,4,0.2
Cc1ccc(S(=O)(=O)NCCCNc2ccccc2[N+](=O)[O-])cc1,12,0.5,4,-0.1

# Record cards, from the list above. Order of values: MITF inh | GPR151 activ | TEAD-YAP block | FBW7 act
# COc1ccccc1CNc1ncnc2c1c(-c1ccccc1)cn2-c1ccc(C)cc1 is listed as 7 | 0.8 | 6 | 0.1
# CN(C)C(CNC(=O)NCc1ccc(F)cc1)c1ccccc1Cl (stereo unspecified) is listed as 5 | -1.7 | -6 | 0.0
# CCCCn1c(SCC(N)=O)nc2c1c(=O)[nH]c(=O)n2C is listed as -2 | 0.4 | 8 | -0.1

# (more compounds)
SMILES,MITF inh,GPR151 activ,TEAD-YAP block,FBW7 act
CC1=C(C(=O)Nc2ccccc2)C(c2ccco2)C(C#N)=C(SCC(=O)Nc2cccc(Cl)c2)N1 (stereo unspecified),-1,0.2,3,-0.1
CC1CCN(c2ncnc(N)c2[N+](=O)[O-])CC1,18,2.9,28,0.2
COc1ccc(C2CC(c3ccc(Br)cc3)=NN2C(=O)CCCC(=O)O)cc1 (stereo unspecified),-11,-0.7,1,-0.1
Cn1c(C(=O)O)c(CC(=O)NCCN2CCCC2)c2ccccc21,-2,0.1,-5,-0.1
COc1cc(C)c(CSC(=N)N)cc1OC,-2,-0.7,-4,-0.1
O=C(Nc1ccccc1)c1csc(Br)n1,10,-3.4,-35,0.9
CN(C)CCN1C(=O)CC(CC(=O)N2CC3CCCC2C3)(c2cccc(F)c2)C1=O (stereo unspecified),-20,-0.4,-2,-0.1
CCOC(=O)CSc1nc2c(sc(=S)n2Cc2ccco2)c(=O)n1-c1ccc(F)cc1,9,0.9,6,0.1
Cc1cc(C)c2nc(N(Cc3cccnc3)C(=O)c3ccnn3C)sc2c1,-7,-0.1,-7,-0.2
O=C(C1CCCO1)N1CCN(Cc2nc3ccccc3c(=O)[nH]2)CC1 (stereo unspecified),5,0.2,-18,1.1
O=C(NCCc1nc2ccccc2[nH]1)c1ccc(Cl)cc1Cl,-2,1.4,-10,-0.1
COc1ccc(Cl)cc1C(=O)CSc1nnc(-c2ccco2)n1C,5,-1.0,-2,0.0
Cc1ccc(OCC(=O)OCCN2C(=O)c3ccccc3C2=O)c(Br)c1,-6,0.4,2,0.2
COc1ccc(C2=NCCc3cc(OC)c(OC)cc32)cc1OC,-18,-1.2,7,-0.1
Cc1cc(C)n(CCNC(=O)CCC2(Cc3ccc4ccccc4c3)CCC(=O)N2)n1 (stereo unspecified),2,0.3,5,0.1
COC(=O)c1cc(C(=O)OC)cc(N2C(=O)CSC2c2ccc(Cl)cc2Cl)c1 (stereo unspecified),9,0.0,1,-0.2
Cc1ccc(N=C2NC(=O)/C(=C/c3cccnc3)S2)cc1,-10,1.2,2,0.0
O=C1Nc2cc(C(=O)N3CCc4ccccc43)ccc2Nc2ccccc21,12,1.5,19,0.3
Cc1ccccc1NS(=O)(=O)c1cnc[nH]1,-8,-0.9,-9,0.1
CCN1CCc2c(sc(NC(=O)c3ccc(S(=O)(=O)N4CCCc5ccccc54)cc3)c2C(=O)OC)C1,-10,0.1,-1,-0.1
O=C(C1CCN(Cc2ccc(F)cc2)CC1)N1CCN(c2ccccc2F)CC1,41,-0.3,5,-0.1
CCCC(c1nnnn1C(C)C)N1CCN(c2ccc(F)cc2)CC1 (stereo unspecified),13,-0.5,2,0.1
Cc1cc(NC(=O)c2cc(-c3ccccc3)nn2C)sn1,-1,0.1,5,0.0
CC(C)n1c(-c2csc3ccccc23)nc2c(NCCOc3ccccc3)ncnc21,-8,1.7,-21,-0.1
OCC12COC(c3ccccc3)N1C(c1ccccc1)OC2 (stereo unspecified),-9,-0.2,6,0.0

# Carrying on:
SMILES,MITF inh,GPR151 activ,TEAD-YAP block,FBW7 act
CCN1C(=O)C(C)(C)COc2cc(NS(=O)(=O)c3ccc(F)cc3)ccc21,0,-1.2,3,0.1
CCOC(=O)C1=CN(C)C=C(C(=O)OCC)C1c1ccccc1OC,2,-0.8,6,0.1
O=C(Nc1ccccn1)c1ccc([N+](=O)[O-])o1,-15,0.6,-9,-0.2
CCC(C)NS(=O)(=O)c1ccc(S(=O)(=O)N(Cc2ccc(F)cc2)C2CC2)cc1 (stereo unspecified),7,0.1,-7,0.0
CCOc1ccc(NS(=O)(=O)c2cc(C(C)C)ccc2OC)cc1,14,0.2,22,-0.1
O=C(NCCC1=CCCCC1)c1ccc2c(c1)NC(=O)c1ccccc1S2(=O)=O,3,0.1,7,-0.1
CCN(CCO)C(=O)c1sc2ncnc(NCCCOC)c2c1C,5,-0.8,6,0.1
CCC(C(=O)Nc1ccc([N+](=O)[O-])cc1)c1ccccc1 (stereo unspecified),2,0.7,1,-0.2
COc1ccc(OC)c(-n2c(=O)c3ccccc3c3ccccc3c2=O)c1,-10,0.2,-9,0.0
O=C(CSc1nnc(N2C(=O)c3ccccc3C2=O)s1)NCCOc1ccc(Cl)cc1,4,-1.8,-13,-0.2
Cn1c(SCC(=O)Nc2cccc(Br)c2)nnc1-c1cccs1,-3,2.5,18,-0.1
CC(C)C1C(c2ccccc2)NC(c2ccccc2)CC1(O)c1ccc(F)cc1 (stereo unspecified),1,-0.8,5,0.0
N#Cc1ccccc1CSc1nc2ccccc2c(=O)n1CC1CCC(C(=O)NCc2ccco2)CC1 (stereo unspecified),7,-1.2,-11,0.3
COc1ccc2ccccc2c1-c1csc(N)n1,9,2.3,-28,0.3
COc1ccc(-c2cnc(NCc3cccc(OC)c3OC)n2C)cc1,30,1.0,-2,-0.2
CN1CCCN(C(=O)C2CC23CCN(Cc2ccc(N(C)c4ccccc4)cc2)CC3)CC1 (stereo unspecified),-10,0.1,2,-0.2
CC1=C(C(=O)OCC(C)C)C(c2ccc(C)cc2)c2c(n(C)c(=O)n(C)c2=O)N1 (stereo unspecified),9,1.0,-4,0.0
Cc1cc(-c2ccncc2)cc2[nH]c(C3COc4ccccc4O3)nc12 (stereo unspecified),7,1.2,-33,-0.2
Cc1cc(C)nc(SCC(=O)c2ccccc2Br)n1,-16,1.5,-13,-0.1
NC(=O)NC(=O)COC(=O)c1oc2ccccc2c1COc1ccccc1,-4,0.0,5,0.1
COC(=O)c1ccc(C(=O)OC)c(NC(=O)COc2ccc(C(C)C)c(C)c2)c1,2,4.3,-6,-0.1
CCN1C(=O)/C(=C2/SC(C)=C(C)N2CC)SC1=Nc1c(C)n[nH]c1C,-6,0.2,2,-0.1
CCCCCOc1ccc(C(=O)Nc2ccc(-c3nc4ccc(C)cc4s3)cc2)cc1,-2,-0.4,-7,0.0
CN(C)N(Cc1ccccc1)C(=O)C(O)(c1ccccc1)c1ccccc1,3,1.0,6,0.0

# Screening data from PubChem.
